GAA glycogen mod = alters human alpha-glucosidase cleavage of glycogen. AID 2100. Potency, µM (highest dose often 76.4 µM), for the others: at the highest dose activity change, negative = inhibition, hits mostly inhibitors. P10253. recombinant GAA, glycogen substrate, Amplex Red glucose oxidase fluorescence. actives 0.38% (n = 300,000);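 also: 0% = full enzyme reaction and -100% = no-enzyme basal signal; the screen sought inhibitors and activators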
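Recombinant human alpha-glucosidase (4 nM final) hydrolysed bovine liver glycogen (30 ug) for 40 min at 37 C in pH 5.0 citrate/phosphate with 0.01% Tween-20. Released glucose detected by glucose oxidase/Amplex Red, Ex 573/Em 610 nm. Compounds up to 77 uM; AC50 from Hill fits.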
GAA inh = inhibitors of human lysosomal alpha-glucosidase | purified human GAA, 4-MU-alpha-glucoside fluorescence | Potency, µM (top dose mostly 76.9 µM), for inactives: at the top dose activity change, negative = inhibition, usual class: inhibitors | actives 0.005% (n = 200,000) | P10253;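 also: plate controls were uninhibited enzyme wells for no effect and no-enzyme background for full effect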
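Activity normalized between no-enzyme (basal) and enzyme-only wells. Conditions: 4 nM human enzyme, 400 uM fluorogenic substrate, citrate/phosphate pH 5.0 with Tween-20, 20 min room temperature, compounds up to 77 uM.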
JMJD2E inh = inhibitors of human JMJD2E histone demethylase; AID 2147; Potency, µM (top dose mostly 57.1 µM), for inactives: at the top dose activity change, negative = inhibition, usual class: inhibitors; JMJD2E catalytic domain, FDH-coupled NADH fluorescence (FDH is formaldehyde dehydrogenase); actives 1.6% (n = 230,000); active = well fitted inhibition curve with a large enough effect, not every such curve was filed as active; inconclusive = small, poorly fitted or top-dose-only effect, or another doubt; inactive = no such curve, though single readings can be large or run the other way;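 also: 0% = wells with enzyme and -100% = buffer wells without enzyme; nearly all actives have a fitted effect of over 50% in size; many of its hits are not listed in these tables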
Target sequence (B2RXH2 1-337 limits assumed): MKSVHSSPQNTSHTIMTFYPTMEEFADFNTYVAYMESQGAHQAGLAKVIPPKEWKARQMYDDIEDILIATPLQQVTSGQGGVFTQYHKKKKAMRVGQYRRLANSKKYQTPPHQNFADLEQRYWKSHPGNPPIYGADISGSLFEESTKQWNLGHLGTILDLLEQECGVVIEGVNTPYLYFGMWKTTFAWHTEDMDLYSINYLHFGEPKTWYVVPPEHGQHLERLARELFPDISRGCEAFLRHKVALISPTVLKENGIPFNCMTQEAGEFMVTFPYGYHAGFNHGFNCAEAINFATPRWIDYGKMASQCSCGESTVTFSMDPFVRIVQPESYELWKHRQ
RGS12 GoLoco inh = blocks human Gai1 binding to RGS12 GoLoco peptide, red readout. AID 880. Gai1:RGS12 GoLoco peptide FP, rhodamine, 10 min. Potency, µM (highest dose often 61.6 µM), for inactives: at the top dose activity, negative = inhibition, actives largely listed as inhibitors. actives 0.44% (n = 230,000); active = well fitted inhibition curve with a large enough effect, not every such curve was filed as active; inactive = no such curve, though single readings can be large or run the other way; also: % is scaled to controls: 0 for no effect and ±100 for the full control effect; nearly all actives have a fitted effect of over 30% in size; many of its hits are not listed in these tables
Target sequence (P63096 whole entry, looked up): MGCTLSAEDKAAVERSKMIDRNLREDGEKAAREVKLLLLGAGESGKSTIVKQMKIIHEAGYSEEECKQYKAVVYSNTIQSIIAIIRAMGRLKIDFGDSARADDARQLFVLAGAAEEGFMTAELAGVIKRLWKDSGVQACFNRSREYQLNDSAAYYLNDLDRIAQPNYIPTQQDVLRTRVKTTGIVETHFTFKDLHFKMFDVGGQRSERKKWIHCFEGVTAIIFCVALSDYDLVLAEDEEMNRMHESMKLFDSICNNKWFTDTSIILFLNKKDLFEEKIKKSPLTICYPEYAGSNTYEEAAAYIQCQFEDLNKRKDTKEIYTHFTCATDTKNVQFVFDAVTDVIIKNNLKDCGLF
ALDH1A1 block = ALDH1A1 (human) enzyme inhibition; P00352; Purified ALDH1A1, NADH fluorescence, propionaldehyde substrate; Potency, µM (top dose mostly 75.3 µM), for the others: top-dose activity, negative = inhibition, usual class: inhibitors; actives 7.3% (n = 220,000); AID 1030; active = well fitted inhibition curve with a large enough effect, not every such curve was filed as active; inconclusive = small, poorly fitted or top-dose-only effect, or another doubt; inactive = no such curve, though single readings can be large or run the other way;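 also: plate controls were no enzyme wells and a reference inhibitor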
SMN2 splice enh = enhancers of SMN2 splice variant expression; HEK293 SMN2-luciferase splicing reporter, luminescence, 30-36 h; Potency, µM (highest dose often 46.1 µM), for the others: at the top dose activity change, positive = activation, actives largely listed as activators; actives 2.8% (n = 210,000); also: % of control where 0% means no effect; nearly all actives have a fitted effect of over 55% in size
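HEK293 cells carry an SMN2 […]–luciferase reporter in which exon 7 inclusion puts luciferase in frame. Cells were plated 10-12 h before compound addition, then incubated 30-36 h at 37C. ONE-Glo luminescence was read; sodium butyrate at 4.5 mM final served as control.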
aGlu spleen mod = lysosomal alpha-glucosidase (human) modulation. human spleen homogenate, 4-MU-alpha-glucoside fluorescence. Potency, µM (titrated, usually from 79.9 µM), for inactives: top-dose activity change, negative = inhibition, hits mostly inhibitors. actives 0.006% (n = 240,000). AID 2112;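 also: 0% = enzyme with vehicle and -100% = no enzyme basal signal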
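Compounds were titrated against alpha-glucosidase in spleen homogenate at pH 5.0, with 1 mM 4-methylumbelliferyl substrate for 40 min at 37 C. Reactions were quenched with pH 10 NaOH/glycine and fluorescence measured.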
aGal spleen mod = inhibits or activates alpha-galactosidase in human spleen homogenate; P06280; human spleen homogenate, 4MU-alpha-Gal fluorescence, 40 min; Potency, µM (titrated, usually from 80 µM), for inactives: top-dose activity change, negative = inhibition, actives largely listed as inhibitors; actives 0.008% (n = 240,000); AID 2107;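 also: 0% = enzyme with vehicle and -100% = no enzyme basal signal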
Target sequence (P06280 32-429 limits assumed): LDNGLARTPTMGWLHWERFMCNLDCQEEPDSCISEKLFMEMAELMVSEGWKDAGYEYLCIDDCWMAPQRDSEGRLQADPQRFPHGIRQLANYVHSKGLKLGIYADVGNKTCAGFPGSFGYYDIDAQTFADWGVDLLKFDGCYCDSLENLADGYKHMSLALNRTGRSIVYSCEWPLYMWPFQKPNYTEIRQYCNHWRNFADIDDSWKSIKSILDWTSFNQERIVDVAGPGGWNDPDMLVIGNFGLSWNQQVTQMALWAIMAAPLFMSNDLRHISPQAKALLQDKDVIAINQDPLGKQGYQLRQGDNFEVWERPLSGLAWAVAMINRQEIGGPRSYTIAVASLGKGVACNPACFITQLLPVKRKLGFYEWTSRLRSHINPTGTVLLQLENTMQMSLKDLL
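qHTS titration in buffer at pH 5.0. Alpha-galactosidase activity in spleen homogenate was measured via 4-methylumbelliferone release from 1 mM fluorogenic substrate after 40 min at 37C and a pH 10 stop. AC50 came from Hill fits of control-normalized data.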
* hit, by the source's call; ? = inconclusive; / = no result given; & = joins results of further samples; [ ] = dose if it differs, or a comment. Unless noted, calls follow the shape of the dose curve; as a rule, active = well fitted curve in the direction sought with a large enough effect; inconclusive = small, poorly fitted or top-dose-only effect, or another doubt; inactive = no such curve, though single readings can be large; an effect the other way counts as inactive or inconclusive. Potency is read from the fitted curve at half-maximal effect. Some of the compounds tested, so the mix of outcomes need not match the whole.

SMILES	GAA glycogen mod	GAA inh	JMJD2E inh	RGS12 GoLoco inh	ALDH1A1 block	SMN2 splice enh	aGlu spleen mod	aGal spleen mod
CCN1CCN(Cc2cc(=O)oc3ccc(Cl)cc23)CC1	0%	1%	-5%	4%	?	4%	1%	-7%
NCCCC[C@@H]1NC(=O)[C@H](CCC(=O)O)NC(=O)c2cc([N+](=O)[O-])cc(I)c2OCC[C@@H](C(N)=O)NC1=O	4%	2%	-6%	-1%	-3%	-6%	2%	8%
CCCCOc1ccc(C(=O)N/C(=C/C=C/c2ccccc2)C(=O)NCCCO)cc1	1%	-1%	1%	-9%	?	14%	-3%	6%
CC(C)(C)c1nnc(NC(=O)c2cccnc2)s1	23%	13%	3%	6%	1%	13%	6%	-3%
Cc1nn(C(C)C)c(C)c1[C@@H]1C[C@H]2CN(Cc3cccc(Cl)c3)C(=O)[C@]23CCCN13	3%	/	-2%	3%	/	/	9%	1%
COc1cccc(N2CCCn3c2nc2c3c(=O)n(CCN3CCOCC3)c(=O)n2C)c1	2%	8%	-5%	4%	-14%	24%	-1%	2%
CCOC(=O)c1ccccc1C(=O)N1CCOCCOCCOCC1	10%	0%	-1%	10%	10%	10%	-7%	-9%
Cc1ccc(-c2cn(-c3ccccc3)c3[n+]2CCCS3)cc1	-10%&-2%	-4%&1%	-5%&-4%	-10%&-2%	-2%&10%	-57%&-92%[inhibitor]	-3%&-3%	-4%&-2%
CCOC(=O)C1CCN(c2ncnc3c2cnn3-c2ccc(OC)cc2)CC1	-1%	?	?	11%	?	-2%	-6%	-13%
Cc1cc(/C=C(\C#N)C(N)=O)c(C)n1-c1ccc(N2CCOCC2)c([N+](=O)[O-])c1	0%	-6%	-10%	8%	?	-24%	-12%	-8%
Cn1nnnc1SCC(=O)Nc1cc(C(F)(F)F)ccc1N1CCOCC1	1%	1%	0%	6%	-2%	-4%	0%	0%
CCC(=O)NC1=C(NC(C)c2ccccc2)C(=O)c2ccccc2C1=O (configuration not stated)	5%	-1%	-2%	15%	7%	-12%	-4%	7%
O=C(O)/C=C/C(=O)Nc1ccc2c(c1)NC(=O)CO2	-3%	-8%	-17%	4%	22µM*	14%	2%	-4%
Cc1ccc(NC(=O)CCC(=O)c2cccs2)c(O)c1	?	/	-5%	6%	/	/	4%	6%
C[C@@H](C(=O)Nc1ccc2ccccc2c1)[C@@H]1C[C@@]1(C)[C@@H](NC(=O)c1ccncc1Cl)c1ccccc1	/	/	-6%	11%	0%	-15%	11%	-1%
COc1ccc(/C=N/NC(N)=S)cc1OC(=O)c1ccccc1	-23%	-2%	5%	-4%	-8%	13%	-7%	-7%
CCC1Oc2ccccc2N(CC(=O)NCc2ccco2)C1=O (configuration not stated)	-9%	4%	-15%	14%	-9%	/	7%	1%
COc1ccc(NS(=O)(=O)c2cc(NC(=O)c3cccs3)ccc2N2CCCC2)cc1	12%	-3%	?	8%	?	?	-1%	5%
COC(=O)c1ccc(CSCC(=O)Nc2ccccc2)cc1	-10%	/	14%	2%	-6%	/	5%	5%
Nc1nc(SCC(=O)NCCN2CCOCC2)nc2sc3c(c12)CCC3	4%	-1%	4%	-6%	-9%	13%	-4%	-6%
CCOC(=O)N1CCN(C(=O)COc2ccc(Br)cc2)CC1	-6%	-3%	9%	-1%	-14%	-2%	2%	2%
COc1ccc(-c2oc(NC(C)=O)c(C#N)c2-c2ccc(OC)cc2)cc1	-4%	-14%	-3%	9%	-10%	-1%	-7%	-3%
CONc1nc(NC(C)(C)C)nc(OCC#N)n1	11%	5%	-18%	0%	-2%	-7%	0%	-2%
CCCCC12CN3CC(C)(CN(C1)C31C(=O)N(C)c3ccc(C)cc31)C2=O (configuration not stated)	5%	0%	-3%	3%	?	1%	-4%	-3%
O=C(CCc1nnc(-c2ccccc2)o1)NCc1c(F)cccc1F	11%	-6%	-2%	7%	-4%	/	7%	6%
CC(NC(=O)c1ccc(Cn2cc([N+](=O)[O-])cn2)cc1)c1ccccc1 (configuration not stated)	0%	9%	-1%	-3%	?	17%	-2%	5%
CCOc1cccc(-c2nn(-c3ccccc3)cc2/C=C(/C#N)C(=O)NCCCn2ccnc2)c1	-1%	-3%	?	-1%	-21%	7%	2%	7%
CCc1ccccc1N1CN(Cc2cccnc2)CNC1=S	7%	-2%	4%	8%	5%	/	2%	0%
CCN(CC)S(=O)(=O)c1cccc2nsnc12	3%	2%	7%	6%	6%	-3%	-8%	-9%
CCN(CC)CCNC(=O)CS(=O)Cc1nc(-c2ccccc2Cl)oc1C (configuration not stated)	-18%	1%	-2%	12%	0%	-12%	-1%	-1%

3 entries from above, set out differently:
Fields: GAA glycogen mod, GAA inh, JMJD2E inh, RGS12 GoLoco inh, ALDH1A1 block, SMN2 splice enh, aGlu spleen mod, aGal spleen mod
> Cc1ccc(-c2cn(-c3ccccc3)c3[n+]2CCCS3)cc1
  -10%&-2%, -4%&1%, -5%&-4%, -10%&-2%, -2%&10%, -57%&-92%[inhibitor], -3%&-3%, -4%&-2%
> CCOC(=O)C1CCN(c2ncnc3c2cnn3-c2ccc(OC)cc2)CC1
  -1%, ?, ?, 11%, ?, -2%, -6%, -13%
> Cc1cc(/C=C(\C#N)C(N)=O)c(C)n1-c1ccc(N2CCOCC2)c([N+](=O)[O-])c1
  0%, -6%, -10%, 8%, ?, -24%, -12%, -8%

(more compounds)
SMILES	GAA glycogen mod	GAA inh	JMJD2E inh	RGS12 GoLoco inh	ALDH1A1 block	SMN2 splice enh	aGlu spleen mod	aGal spleen mod
COCCCNC(=S)N/N=C/c1ccc(O)cc1	32µM*	-1%	-16%	7%	0%	/	11%	12%
C#CCNC(=O)C1=C[C@@H](c2csc3ccccc23)C[C@@H](OCc2ccc(CO)cc2)O1	2%	/	-1%	4%	-6%	/	-1%	-9%
Cn1c(=O)[nH]c(=O)c2c1nc(NCCCn1ccnc1)n2Cc1ccccc1	3%	-2%	-3%	8%	-4%	0%	6%	-9%
O=C(COC(=O)c1n[nH]c2ccccc12)NCc1ccccc1	1%	-2%	?	-14%	6%	-1%	-3%	-5%
COc1ccc(NC(=O)CSc2ncnc3c2cnn3Cc2ccccc2)cc1	5%	7%	-9%	5%	-26%	5%	0%	0%
C=CCNC(=O)/C(C#N)=C/c1ccc(C(=O)O)cc1	8%	4%	-1%	1%	6%	11%	4%	4%
COc1cccc(CN2CCN(CC(=O)Nc3ccccc3Cl)CC2)c1	10%	?	-8%	10%	-1%	-20%	-6%	4%
C/C(=N\NC(=O)C1CCCN(S(=O)(=O)c2ccccc2)C1)c1ccncc1 (configuration not stated)	4%	-5%	7%	5%	-11%	-4%	-7%	0%
COC(=O)c1ccc(C)c(NC(=O)Cn2cnc3ccccc3c2=O)c1	1%	2%	9%	-2%	?	?	2%	2%
CC1=CC2=NCC(O)CN2C=C1 (configuration not stated)	10%	?	?	3%	?	-9%	-4%	-1%
CS(=O)(=O)Nc1ccc(N2CCCCC2)c(Cl)c1	11%	?	-7%	-13%	-7%	-6%	-7%	-6%
COc1ccc(CNC(=O)c2ccc(NC(=O)CC3SC(N4CCCC4)=NC3=O)cc2)cc1 (configuration not stated)	4%	7%	-5%	3%	?	-8%	-8%	0%
O=C(Nc1ccc(Cl)cn1)Nc1ccccc1F	0%	1%	5%	6%	6%	?	-14%	-3%
COc1ccc(C(=O)C(Sc2nnc(C)c(=O)[nH]2)c2ccc(OC)cc2)cc1 (configuration not stated)	4%	/	0%	13%	/	/	3%	6%
O=c1c2ccccc2oc2nc(C3CCCCC3)n(Cc3ccco3)c(=O)c12	7%	-5%	2%	8%	-10%	22%	-1%	?
O=C1CCC(C(=O)NCc2ccc3c(c2)OCO3)N1 (configuration not stated)	7%	-4%	0%	3%	10%	22%	-5%	-15%
CCOC(=O)c1cc(-c2ccc(OC)cc2OC)nn1-c1ccc(C(=O)O)cc1	-4%	5%	15%	-4%	5%	-3%	4%	-7%
Cc1ccc(C(=O)CSc2nnc(-c3ccccc3N)n2C)cc1C	-3%	-7%	13%	0%	?	-54%[inhibitor]	-5%	1%
CC(=O)CC(C)(C)n1nnc(-c2ccccc2)n1	4%	10%	3%	5%	-2%	?	-1%	-4%
CCOC(=O)c1c(C)[nH]c(C(=O)COC(=O)CNC(=O)c2ccccc2Cl)c1C	12%	1%	-10%	-3%	5%	/	1%	11%
CCc1cccc(CC)c1NC(=O)COC(=O)c1ccc2c(c1)S(=O)(=O)c1ccccc1C2=O	17%	-2%	-1%	-3%	17%	-3%	-5%	-5%
Cc1ccc(C)c(NC(=O)c2sc(Cl)nc2C)c1	5%	-5%	-4%	11%	-9%	9%	6%	6%
Cc1ccc(S(=O)(=O)N2CCCC(C(=O)Nc3ccc(C(=O)O)cc3)C2)cc1Cl (configuration not stated)	-6%	?	-3%	17%	12%	8%	-10%	1%
N/C(Cc1ccc(Cl)c(Cl)c1)=N\OC(=O)c1ccc(Br)o1	3%	-3%[15.4 µM]	8%	-2%	7%	/	6%	12%
COc1ccc(-c2nnn(Cc3nn[nH]n3)n2)cc1OC	-17%	-8%	1%	8%	-13%	0%	2%	17%
COc1cc(C(=O)Nc2ccncc2)cc(OC)c1OC	-11%	-5%	-7%	-5%	5%	3%	-3%	-7%
Nc1nonc1-c1noc(N2CCCCC2)n1	2%	1%	5%	-15%	7%	14%	-4%	-8%
CCc1cccc(OCCn2nc(C(=O)O)c3ccccc3c2=O)c1	-13%	-5%	2%	4%	30%[activator]	-8%	6%	8%
COc1cccc(N)c1	/	/	/	1%	?	7%	5%	4%
Cc1nc2cc(N3CCCCC3)c(NC(=O)c3ccncc3)cc2c(=O)n1Cc1ccc(Cl)cc1	7%	-6%	-11%	12%	?	12%	4%	7%
O=C(CCn1nc(-c2ccc(Cl)cc2)ccc1=O)NCc1cccnc1	-9%	2%	?	-6%	-7%	-9%	-14%	4%
CCOC(=O)c1c(C)nc2c(c1-c1cc(OC)ccc1OC)C(=O)c1ccccc1-2	-1%	0%	-13%	-2%	-10%	-10%	-15%	-15%
CCN(CC)S(=O)(=O)c1ccc2c(c1)N(CC(=O)NCCc1ccc(S(N)(=O)=O)cc1)C(=O)CO2	0%	1%	1%	1%	5%	/	-1%	0%

Compound activity deposited in PubChem by National Center for Advancing Translational Sciences (NCATS).
